MLLE-PAM2 inh = inhibitors of microRNA-mediated deadenylation, human PABP1 MLLE binding. GST-MLLE / FITC-PAM2 fluorescence polarization. inhibition, % at 20 µM. actives 0.36% (n = 360,000); in the data active = inhibition above about 35%, passing the limit was not always enough;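 also: plate controls were DMSO wells with GST-MLLE for no effect and wells lacking GST-MLLE protein for full effect; some results filed as inactive read as strong as hits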
Target sequence (P11940 whole entry, looked up): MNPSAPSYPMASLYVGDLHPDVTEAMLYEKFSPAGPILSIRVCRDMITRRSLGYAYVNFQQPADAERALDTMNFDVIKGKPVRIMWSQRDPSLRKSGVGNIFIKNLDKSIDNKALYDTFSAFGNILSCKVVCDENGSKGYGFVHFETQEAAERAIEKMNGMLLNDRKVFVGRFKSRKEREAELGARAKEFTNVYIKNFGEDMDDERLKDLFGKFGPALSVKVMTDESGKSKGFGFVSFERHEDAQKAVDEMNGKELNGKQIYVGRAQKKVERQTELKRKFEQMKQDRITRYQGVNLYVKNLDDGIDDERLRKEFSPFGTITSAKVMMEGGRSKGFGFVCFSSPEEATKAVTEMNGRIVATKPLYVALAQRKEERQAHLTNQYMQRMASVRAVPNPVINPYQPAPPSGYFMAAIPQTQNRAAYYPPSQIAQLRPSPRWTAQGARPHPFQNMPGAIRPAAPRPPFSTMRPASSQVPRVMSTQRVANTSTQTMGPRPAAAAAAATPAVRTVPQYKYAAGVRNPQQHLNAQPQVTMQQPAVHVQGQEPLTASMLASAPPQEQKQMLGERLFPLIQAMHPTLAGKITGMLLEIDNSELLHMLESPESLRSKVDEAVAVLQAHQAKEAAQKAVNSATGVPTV
E coli Lon inh = inhibitors of E. coli Lon protease; P0A9M0; purified E. coli Lon protease, fluorescence polarization; inhibition, % at 7.94 µM; actives 0.42% (n = 360,000); AID 602123; in the data active = inhibition above about 13%, passing the limit was not always enough;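 also: 0% = enzyme with probe and DMSO and 100% = no enzyme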
SKN-1 inh = inhibitors of C. elegans SKN-1; C. elegans VP596 Pgst-4::GFP/RFP ratio, acrylamide-induced, 24 h; inhibition, % at 21.8 µM; actives 0.49% (n = 360,000); AID 624304;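 active = interference check ratio from 0.5 to 1.5 plus GFP to RFP signal ratio inhibition reaching or exceeding a fixed threshold, cut at about 30% in these data, passing the limit was not always enough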; also: some compounds called inactive have numbers as strong as hits
Neddylation inh = blocks human cullin neddylation; calls only at 25 µM; actives 0.58% (n = 360,000); P61081+Q13564; TR-FRET cullin neddylation, biochemical; AID 651699; in the data active = inhibition above about 36%
MsrA act = activates bovine MsrA enzyme; actives 0.3% (n = 360,000); purified bovine MsrA, absorbance read-out; activation, % at 10.6 µM; in the data active = activation above about 7.5%;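 also: 0% = vehicle and 100% = reference activator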
Rin1-Abl PPI inh = inhibitors of human Rin1-Abl protein interaction | P00519+Q13671 | TR-FRET Rin1/Abl binding, biochemical | inhibition, % at 7.35 µM | actives 0.4% (n = 360,000); in the data active = inhibition above about 5%, passing the limit was not always enough
FAS TE block = inhibitors of human fatty acid synthase thioesterase domain; inhibition, % at 15 µM; recombinant FAS-TE, OMFH fluorogenic substrate, fluorescence endpoint; P49327; actives 0.67% (n = 360,000);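 active = compounds whose normalised, plate-corrected inhibition of enzyme fluorescence in the single-dose primary screen is 50% or more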;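 also: 0% = DMSO with enzyme and 100% = substrate without enzyme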
MT1-MMP act inh = MT1-MMP (human) activation inhibition | HT1080 RFP-PRO-GFP cells, GFP/RFP ratio fluorescence, overnight; percent of plate control window, DMSO zero | AID 651647 | GFP/RFP ratio change, % at 20 µM | actives 0.061% (n = 360,000) | P50281;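 active = GFP/RFP ratio change of at least 30% with cell ATP level not reduced by more than half and red fluorescence within 50% of control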; also: strong numbers were not always called active
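Assay system: HT1080 RFP-PRO-GFP cells. Benchmarks: DMSO vehicle wells and RFP-L50D-GFP reporter cell wells. Times: overnight cell settling, then overnight compound exposure, 37 °C, 5% CO2. Compound: 20 µM single dose, 1% DMSO. Read-out basis: GFP/RFP fluorescence ratio.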
NRP1-CendR mod = NRP-1/CendR interaction modulation. O14786. actives 0.85% (n = 360,000). inhibition, % at 25 µM. FAM-RPARPAR peptide binding to NRP-1, fluorescence polarization;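 active = inhibition or corrected inhibition above about 18%, plus a signal ratio from 0.5 to 1.5, limit read from the data, passing the limit was not always enough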; also: strong numbers were not always called active
* = called active by the depositor; i = inactive; x = no result given.

item	SMILES	MLLE-PAM2 inh	E coli Lon inh	SKN-1 inh	Neddylation inh	MsrA act	Rin1-Abl PPI inh	FAS TE block	MT1-MMP act inh	NRP1-CendR mod
1	COc1cc2c(cc1OC)-c1cc(N3CCCCCC3)nc(=O)n1CC2	-6	-12	-2	x	-5	-2	-8	4	-2
2	COc1ccc(/C=C(\NC(=O)c2cccs2)C(=O)NCc2ccco2)cc1OC	2	-4	9	i	-3	-5	-5	-1	5
3	COCCNC(=O)CN(C(=O)CCC(=O)Nc1ccccn1)c1ccc(C)c(C)c1	4	-1	-4	i	-3	1	-3	-1	13
4	OC(CNC1CCCC1)COc1ccccc1Br (centres undefined)	2	6	8	i	-4	1	-3	1	4
5	Cc1c(NC(=O)COC(=O)c2ccc(Cl)nc2)c(=O)n(-c2ccccc2)n1C	-15	0	-5	i	-3	7	-5	0	2
6	COc1ccc(CNC(=O)Nc2nc(C(N)c3ccccc3)cs2)cc1 (centres undefined)	-3	-1	-3	i	0	0	-3	-5	4
7	CCc1noc(C)c1C(=O)Nc1cc(S(=O)(=O)N(CC)CC)ccc1N1CCOCC1	5	-17	0	i	-2	1	2	-3	-6
8	CCCCCC(=O)N1C[C@H](n2cc(COC(=O)c3ccccc3)nn2)[C@@H](O)C[C@@H]1c1ccc(C)cc1	14	4	11	i	0	1	19	-1	14
9	Cc1ccc(S(=O)(=O)NCC(C)NS(=O)(=O)c2ccccc2[N+](=O)[O-])cc1 (centres undefined)	14	3	-11	i	-4	1	-7	1	5
10	Cc1ccc(-c2nn3c(C)nnc3c3ccccc23)cc1S(=O)(=O)NCCN1CCOCC1	8	-1	9	i	-3	2	-3	9	-5
11	C=CCN1CCN(C(=O)c2cc3c(s2)CCC(CC)C3)CC1 (centres undefined)	5	9	-9	i	-1	-4	5	-1	0
12	COc1nc(-c2ccccc2)c2c(c1C#N)CC(C)(C)OC2	-11	6	-14	i	-4	0	12	-5	-2
13	O=C(Cc1ncc(C(F)(F)F)cc1Cl)NCCc1ccccn1	6	0	4	i	-3	1	-4	-2	-6
14	CCN(CC(=O)Nc1ccc2c(c1)OCCO2)S(=O)(=O)c1ccc(F)cc1	5	15	-1	i	-4	1	0	0	4
15	CCOC(=O)C1CCCN(C(=O)CCNC(=O)Cn2ccc3ccccc3c2=O)C1 (centres undefined)	-5	2	11	i	-1	2	-3	2	9
16	CC(C)CCC(C)NC(=O)C1CCN(S(=O)(=O)/C=C/c2ccccc2)CC1 (centres undefined)	15	-8	4	i	-2	2	-7	-2	9
17	O=C(CSc1nnc(NC(=O)C2CC2)s1)Nc1ccc2c(c1)OCCO2	5	-3	0	i	-3	2	-1	0	6
18	CN1C(=S)SC(N(O)C(=O)Nc2cccc3ccccc23)C1(C)C (centres undefined)	-12	-13	8	i	-1	0	-23	2	31*
19	CSc1nc2nc(C)c(C/C=C/c3ccccc3)c(=O)n2[nH]1	-8	3	0	i	-2	-3	-1	1	-4
20	CC(C)n1nc(C(=O)NNC(=O)c2ccncc2)c2ccccc2c1=O	2	-7	-4	i	-8	0	0	2	12
21	CCOc1ccc(NC(C)C(=O)N/N=C/c2cccs2)cc1 (centres undefined)	1	2	-6	i	-7	-1	-4	2	8
22	O=C(NCc1ccccn1)[C@H]1C[C@@H]1[C@H](NP(=O)(c1ccccc1)c1ccccc1)c1ccccc1	7	-2	-3	i	-9	1	-14	0	18
23	COc1ccc2c(c1)-c1ccccc1S(=O)(=O)N2C	2	-2	0	i	2	2	1	4	3
24	NC(=O)c1cc2cc([N+](=O)[O-])ccc2oc1=O	12	-3	-5	i	-2	0	3	3	8
25	Cc1ccc2c(CC(=O)Nc3ccc4nc(N5CCOCC5)sc4c3)coc2c1	-15	-3	-15	i	-6	0	6	-3	-18
26	CSc1nc(-c2ccc(C)cc2)[nH]c1S(=O)(=O)c1ccccc1	-100	-1	24	i	-3	-3	-2	4	-2
27	COc1ccc(C)cc1S(=O)(=O)N1CCC(C)CC1	9	7	-10	i	-4	0	-2	4	-14
28	COc1ccc2c(c1)C(c1ccc(C)o1)=NNC(c1cccnc1)=N2	13	-7	0	i	-3	-5	-2	4	2
29	O=C(Nc1ccc(F)c(Cl)c1)C1Cc2c(-c3ccccc3Oc3ccccc3)ccnc2O1 (centres undefined)	-5	-1	5	i	-1	-1	31	-9	-8
30	COc1ccccc1N/C(=N/S(=O)(=O)c1ccc(C)cc1)c1ccccc1	7	9	6	i	-2	0	11	2	-6
31	CCOC(=O)C1(CCOc2ccccc2)CCN(Cc2ccccc2O)CC1	10	5	1	i	-2	-1	-4	-2	0
32	Cc1ccc(OCC(=O)Nc2ccc3c(c2)nc(CCN2CCOCC2)n3C)cc1	0	-4	-3	i	-3	3	-10	10	-1
33	CCc1nnc(NS(=O)(=O)c2ccc(N=CC3=C(O)CC(C)(C)CC3=O)cc2)s1	12	-5	-11	i	-5	-4	-7	1	9
34	Cn1c(Cn2cnc([N+](=O)[O-])n2)nnc1SCC(=O)Nc1cccc(Cl)c1	4	3	8	i	1	1	-4	3	5
35	CCn1c(SCC(=O)c2ccc(Cl)cc2)nnc1-c1cccs1	-15	0	-10	i	1	1	3	0	1
36	O=C(COC(=O)c1ccco1)Nc1cccc(S(=O)(=O)N2CCOCC2)c1	-5	-11	-3	i	-3	2	-7	1	11
37	O=C(Nc1ccc(N2CCN(C(=O)c3cccs3)CC2)cc1)c1ccccc1F	5	-3	15	i	-2	1	1	-2	2
38	CC(=O)Nc1ccc(N2CCOCC2)c(Cl)c1	15	-7	6	i	-3	-1	-12	0	15
39	COC(=O)c1ccc(C)c(NC(=O)C(CCSC)NC(=O)c2cc(OC)c(OC)c(OC)c2)c1 (centres undefined)	-6	-6	7	i	-4	2	5	3	-3
40	Cc1csc(=O)n1CC(=O)OCC(=O)NCc1ccccc1	7	-15	0	i	-12	2	-6	-1	9
41	COc1cc2c(cc1OC)C(C(=O)Nc1ccccn1)C(c1cccnc1)N(C)C2=O (centres undefined)	1	8	-3	i	1	-4	-3	-5	3
42	CCOC(=O)c1ccc2nc(NC(NC(C)=O)(C(=O)OC)C(F)(F)F)sc2c1 (centres undefined)	0	3	-16	i	-3	-1	-3	1	-11
43	CCc1nc2ccc(C(=O)NCCCn3ccnc3)cn2c1N(C)Cc1ccc(N(C)C)cc1	-12	-4	-5	i	1	-4	-8	1	-8
44	Cc1noc(C)c1C(=O)OCC(=O)c1ccc[nH]1	-5	-8	-15	i	1	4	-12	-4	-9
45	CCn1nc(C(=O)OCC(=O)N(CC(C)C)c2c(N)n(Cc3ccccc3)c(=O)[nH]c2=O)c2ccccc2c1=O	1	-6	-13	i	-9	1	-6	0	-2
46	CCCC(=O)Nc1ccc2oc(=O)ccc2c1	0	0	-6	i	-4	-4	-1	0	-2
47	COC(=O)CCC(=O)OC1(C)C(=O)C=C2C=C(C3CC3)N(Cc3ccccc3)C=C2C1=O (centres undefined)	11	1	13	i	1	-5	-13	2	-3
48	Cc1ccn2c(Cc3ccccc3)c(-c3ccc(F)cc3)nc2c1	-3	-7	-6	i	-5	1	14	4	-4
49	CCOc1ccc(-n2c(O)c(/C=N/c3ccnn3Cc3ccncc3)c3ccccc3c2=O)cc1	-66	-11	-2	i	-10	-5	-10	-6	-110
50	CC1(C)CC(=O)C(C=NCC2CCN(C(=O)Nc3ccc(Cl)c(Cl)c3)CC2)=C(O)C1	-5	12	-7	i	-5	-1	5	6	-6
51	COC(=O)/C(=N\Nc1ccc(Cl)cc1)Sc1nnc(-c2ccc(OC)cc2)n1C	-34	1	6	i	-6	-4	-6	16	-3
52	COCCNC(=O)C(c1ccc(F)cc1)N(Cc1cccs1)C(=O)CCC(=O)Nc1ccccn1 (centres undefined)	-3	8	6	i	-1	-3	-2	-3	20
53	c1nc(N2CCOCC2)c2[nH]cnc2n1	5	3	-8	i	-3	-3	-7	-3	0
54	C=CCn1c(CNS(=O)(=O)c2ccc(Cl)cc2)n[nH]c1=S	-14	-3	11	i	-3	3	-4	7	-4

Some of the entries so far, with one line to a screen.
1: COc1cc2c(cc1OC)-c1cc(N3CCCCCC3)nc(=O)n1CC2
2: COc1ccc(/C=C(\NC(=O)c2cccs2)C(=O)NCc2ccco2)cc1OC
3: COCCNC(=O)CN(C(=O)CCC(=O)Nc1ccccn1)c1ccc(C)c(C)c1
4: OC(CNC1CCCC1)COc1ccccc1Br (centres undefined)
5: Cc1c(NC(=O)COC(=O)c2ccc(Cl)nc2)c(=O)n(-c2ccccc2)n1C
6: COc1ccc(CNC(=O)Nc2nc(C(N)c3ccccc3)cs2)cc1 (centres undefined)
7: CCc1noc(C)c1C(=O)Nc1cc(S(=O)(=O)N(CC)CC)ccc1N1CCOCC1
8: CCCCCC(=O)N1C[C@H](n2cc(COC(=O)c3ccccc3)nn2)[C@@H](O)C[C@@H]1c1ccc(C)cc1
Compound	1	2	3	4	5	6	7	8
MLLE-PAM2 inh	-6	2	4	2	-15	-3	5	14
E coli Lon inh	-12	-4	-1	6	0	-1	-17	4
SKN-1 inh	-2	9	-4	8	-5	-3	0	11
Neddylation inh	x	i	i	i	i	i	i	i
MsrA act	-5	-3	-3	-4	-3	0	-2	0
Rin1-Abl PPI inh	-2	-5	1	1	7	0	1	1
FAS TE block	-8	-5	-3	-3	-5	-3	2	19
MT1-MMP act inh	4	-1	-1	1	0	-5	-3	-1
NRP1-CendR mod	-2	5	13	4	2	4	-6	14

9: Cc1ccc(S(=O)(=O)NCC(C)NS(=O)(=O)c2ccccc2[N+](=O)[O-])cc1 (centres undefined)
10: Cc1ccc(-c2nn3c(C)nnc3c3ccccc23)cc1S(=O)(=O)NCCN1CCOCC1
11: C=CCN1CCN(C(=O)c2cc3c(s2)CCC(CC)C3)CC1 (centres undefined)
12: COc1nc(-c2ccccc2)c2c(c1C#N)CC(C)(C)OC2
Compound	9	10	11	12
MLLE-PAM2 inh	14	8	5	-11
E coli Lon inh	3	-1	9	6
SKN-1 inh	-11	9	-9	-14
Neddylation inh	i	i	i	i
MsrA act	-4	-3	-1	-4
Rin1-Abl PPI inh	1	2	-4	0
FAS TE block	-7	-3	5	12
MT1-MMP act inh	1	9	-1	-5
NRP1-CendR mod	5	-5	0	-2

From PubChem
